Screening results from PubChem.
NOD1 inhibition: inhibition of NOD1-driven NF-kB reporter – cell-based, luminescence, uHTS, primary screen (AID 1578); actives 1% (n = 290,000); NOD1-driven NF-kB luciferase reporter cells, luminescence; higher % means a stronger effect; inhibition, % at 4 µM; hits with a dose series show EC50 in µM; in the data active = inhibition mostly above about 36%, no sharp cut-off; inactive = mostly below about 34%;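 also: HEK-293T reporter cells stimulated with the NOD1 agonist gamma-tri-DAP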
Yfh1-off respiration: enhancers of respiration in Yfh1-depleted yeast, dose response, Friedreich's ataxia, plus single-dose screen (AID 1465); S. cerevisiae Yfh1-off respiration, WST-1 reduction, 72 h; higher fold induction means a stronger effect; fold induction at 50 µM, or EC50 in µM where a hit was titrated; actives 0.074% (n = 220,000);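 active = fold induction of absorbance versus untreated yeast above a set limit, then at least 30% activation at any dose in follow-up; inconclusive = repeats straddling the limit, or above it without dose testing; inactive = fold induction below the set limit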;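 also: activators that raise dye reduction in frataxin-depleted yeast; strong numbers were not always called active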
NOD2 inhibition: NOD2 signaling inhibitors, cell-based, luminescence, uHTS, HEK293 (AID 1566); HEK293 NOD2/NF-kB luciferase reporter, luminescence; higher % means a stronger effect; inhibition, % at 4 µM; hits with a dose series show EC50 in µM; actives 0.63% (n = 290,000); also: many of its hits are not listed in these tables
KOR beta-arrestin-1: kappa opioid receptor activators – cell-based, luminescence, uHTS, primary screen (AID 1777); KOR beta-arrestin recruitment, luminescence; higher % means a stronger effect; activation, % at 10 µM; hits with a dose series show EC50 in µM; actives 0.02% (n = 280,000); in the data active = activation above about 50%, passing the limit was not always enough; also: a part of the inactive calls stands beside numbers as strong as those of hits
West Nile virus CPE: West Nile virus antiviral activity, cell-based, CPE readout (AID 1621); West Nile virus-infected cells, CPE inhibition; higher % means a stronger effect; CPE inhibition, % at 10 µM; hits with a dose series show IC50 in µM; actives 0.02% (n = 290,000); in the data active = a potency from the dose series; inconclusive = CPE inhibition mostly from about 3.7% at the one dose, without a potency; inactive = the rest, 99 in 100 with CPE inhibition below about 2.2%; also: strong numbers were not always called active
NS5 inhibitors: flavivirus cap methylation enzyme inhibition – biochemical, confirmation dose response, primary screen (AID 588689). Dengue-2 NS5 methyltransferase capping enzyme assay, biochemical; higher % means a stronger effect. actives 0.3% (n = 340,000). inhibition, % at 25 µM, or IC50 in µM where a hit was titrated; in the data active = a potency from the dose series; inconclusive = inhibition above about 29% without an active follow-up result
KOR beta-arrestin-2: KOR antagonists, beta-arrestin recruitment, cell-based, luminescence, uHTS (AID 1778) | actives 0.091% (n = 290,000) | inhibition, % at 10 µM, or IC50 in µM where a hit was titrated | KOR beta-arrestin recruitment, luminescence, antagonist mode; higher % means a stronger effect; also: strong numbers were not always called active
AID2073: inhibitors of Mint1-CaV2.2 protein interaction, biochemical, HTRF (AID 2073). HTRF protein-protein interaction, Mint1-CaV2.2; higher % means a stronger effect. inhibition, % at 20 µM; hits with a dose series show IC50 in µM. actives 0.19% (n = 290,000); in the data active = inhibition mostly above about 51%, no sharp cut-off; inconclusive = no clear call, values can overlap the other calls; inactive = mostly below about 53%; also: some results filed as inactive read as strong as hits
HIV fusion peptide: cell-free HIV fusion peptide-binding blockers – biochemical, uHTS, fluorescence dequenching, primary screen (AID 1986); cell-free peptide binding, fluorescence dequenching, 30 min; higher % means a stronger effect; inhibition, % at 20 µM, or IC50 in µM where a hit was titrated; actives 0.3% (n = 290,000); in the data active = inhibition mostly above about 52%, no sharp cut-off; inactive = mostly below about 76%; also: some results filed as inactive read as strong as hits
NS5 inhibitors pilot replicate: second read-out of NS5 inhibitors, no call of its own (marks repeat the call); inhibition, %; measured here: pilot screen replicate inhibition
The depositor's hits bear a star; i = inactive; ? = inconclusive; / = no result given; [ ] = another dose, or the depositor's remark. Rule as the data show it, unless noted: active = inhibition above about 50%; inactive = the rest.

SMILES | NOD1 inhibition | Yfh1-off respiration | NOD2 inhibition | KOR beta-arrestin-1 | West Nile virus CPE | NS5 inhibitors | KOR beta-arrestin-2 | AID2073 | HIV fusion peptide | others
COC(=O)c1ccc(CNC(=O)COC(=O)c2ccc(N(C)C)cc2)cc1 | 4% | i | -8% | -0.6% | -0.1% | 4% | -44% | 9% | 0.2%
CCOc1ccccc1N(C(=O)CNS(=O)(=O)c1ccccc1)C(CC)C(=O)NCc1ccco1 (configuration not stated) | 0% | i | -17% | 13% | -0.2% | -1% | -43% | -6% | -0.2%
CCOC(=O)c1cc(-c2ccc(F)cc2)n(CC(=O)N2CCCC2)c1C | -31% | i | -1% | -1.9% | 0.6% | -4% | -22% | -1% | 1.8%
COc1cc(CN2CCC(C(=O)N3CCN(c4ccccc4F)CC3)CC2)cc(OC)c1O | 9% | i | 9% | 8.1% | -0.6% | 0% | 31% | -7% | -1.4% | NS5 inhibitors pilot replicate=-4.9
Cn1ncnc1SCc1cn2cccnc2n1 | -16% | i | 9% | -5.6% | 0.9% | -4% | -3% | 13% | -1.3%
COc1cccc(-n2c(CCn3nc(C)c([N+](=O)[O-])c3C)n[nH]c2=S)c1 | -31% | i | 9% | -2.0% | 0.3% | 6% | -26% | -25% | 1.5%
CC1(C)CC2(CCO1)C(Nc1ccccc1)=NC(=S)N2c1ccccc1 (configuration not stated) | -8% | i | -20% | 1.0% | -0.8% | / | 20% | -15% | -0.4%
Cc1ccccc1CNC(=O)C1CCCN(c2cnccn2)C1 (configuration not stated) | 2% | / | -7% | 1.7% | -0.3% | -4% | -40% | 10% | -1.5%
O=C(CC(C(=O)O)c1cccc(Cl)c1Cl)c1ccccc1 (configuration not stated) | 0% | / | -18% | 7.6% | 0.2% | 2% | -18% | 12% | 1.4%
C/C(=N\NC(=O)c1ccccc1)c1ccc(C)c([N+](=O)[O-])c1 | -32% | i | -1% | 1.1% | -0.5% | -2% | 13% | 0% | 0.9%
Cc1cc(C(=O)N2CCCC(N3CCN(c4cccc(C(F)(F)F)c4)CC3)C2)no1 (configuration not stated) | -20% | / | -6% | -4.5% | -0.3% | -3% | 15% | 6% | -0.5%
CC(C)N(C)C1CCN(S(=O)(=O)c2ccc(-c3ccc(=O)[nH]n3)s2)CC1 | 18% | / | -31% | -2.6% | 0.0% | -12% | -13% | 8% | -3.3%
COC(=O)c1nnn(-c2nonc2N)c1CSc1nnc(N)s1 | -21% | i | 12% | -1.0% | 0.7% | 4% | 8% | 7% | 1.5%
Nc1nonc1-n1nnc(C(=O)N/N=C/c2ccc(F)cc2)c1-c1cccs1 | -6% | / | 11% | 6.6% | -0.1% | -8% | -27% | 4% | 0.8%
O=C(NCc1cccc(Cl)c1)N1CCN(S(=O)(=O)c2ccccc2F)CC1 | -30% | / | 2% | -6.9% | -0.9% | 2% | 13% | 10% | 0.8%
CC(=O)Nc1cc(-c2ccc(Cl)cc2)[nH]n1 | 43% | i | -41% | / | -0.5% | 0% | -92%[20 µM] | 28% | -1.1%
COc1ccc(OC)c(CNS(=O)(=O)c2cn(C)cn2)c1 | -15% | / | 16% | 8.2% | 0.1% | -4% | -57% | 11% | -0.7%
O=C(O)c1cc(O)c2c(c1)C(=O)c1cccc(O)c1C2=O | -20% | i | 8% | 0.7% | 0.5% | 6% | -24% | 23% | 146%
CCOC(=O)c1sc(-c2ccc(C(F)(F)F)cc2)nc1O | 4% | i | -2% | 5.8% | 0.0% | ? | 1% | 27% | 13%
CCOc1ccc(CCNc2ccc3nnc(-c4ccccc4)n3n2)cc1OCC | -34% | i | -16% | -2.0% | 0.9% | -1% | -24% | 24% | 0.1%

Compounds from the list above containing a thiophene ring, fused or not (2):
SMILES | NOD1 inhibition | Yfh1-off respiration | NOD2 inhibition | KOR beta-arrestin-1 | West Nile virus CPE | NS5 inhibitors | KOR beta-arrestin-2 | AID2073 | HIV fusion peptide | others
CC(C)N(C)C1CCN(S(=O)(=O)c2ccc(-c3ccc(=O)[nH]n3)s2)CC1 | 18% | / | -31% | -2.6% | 0.0% | -12% | -13% | 8% | -3.3%
Nc1nonc1-n1nnc(C(=O)N/N=C/c2ccc(F)cc2)c1-c1cccs1 | -6% | / | 11% | 6.6% | -0.1% | -8% | -27% | 4% | 0.8%

(continued)
SMILES | NOD1 inhibition | Yfh1-off respiration | NOD2 inhibition | KOR beta-arrestin-1 | West Nile virus CPE | NS5 inhibitors | KOR beta-arrestin-2 | AID2073 | HIV fusion peptide | others
O=C(c1cccc(F)c1)n1nnc2ccccc21 | -21% | i | -21% | 8.2% | 0.0% | -6% | 24% | 1% | -3.1%
CCCCc1ccc(NC(=S)N2CCN(C)CC2)cc1 | 15% | / | 9% | -2.4% | 0.5% | 2% | -3% | -23% | -0.2%
CC1(C)CC(=O)C(C=NCCN2CCN(CCc3ccccc3)CC2)=C(O)C1 | -4% | i | 11% | 1.6% | 0.2% | -7% | -13% | 4% | 0.8%
CCOc1cc(C(=O)NCc2nnc(SCC(=O)OC)n2C)cc(OCC)c1OCC | -10% | / | -2% | -4.1% | / | 1% | 12% | 0% | -3.2%
CCOC(=O)COc1ccc2c3c(c(=O)oc2c1)CCCC3 | -14% | / | 3% | 3.6% | -0.1% | 1% | -9% | 15% | 0.1%
Cc1oc(-c2cccs2)nc1CN1CCC(C(=O)N2CCCC2)CC1 | -16% | i | 5% | / | -0.4% | -2% | 15%[20 µM] | -10% | -0.4%
O=C(NCCN1CCOCC1)c1cc(=O)[nH]c2ccc(Br)cc12 | -16% | / | 12% | 2.5% | / | -5% | -16% | -6% | 0.8%
Cc1onc(-c2c(Cl)cccc2Cl)c1C(=O)N1CCN(c2ccc(F)cc2)CC1 | -9% | / | 3% | -0.8% | -0.5% | 0% | -1% | 9% | -1.5%
CCN(CC(=O)N1CCOCC1)S(=O)(=O)c1ccccc1 | 6% | / | 1% | 2.1% | -0.6% | 6% | 0% | 6% | 3.1%
N#Cc1nc(Cc2ccccc2)oc1N1CCC(Cc2ccccc2)CC1 | -7% | i | 7% | -0.1% | -0.7% | 1% | 10% | 1% | -1.7%
O=C(Cc1c(F)cccc1Cl)Nc1ccccn1 | -9% | / | 19% | -0.7% | -0.7% | -5% | -22%[20 µM] | 5% | 2.3% | NS5 inhibitors pilot replicate=2.4
COc1ccc(C2=Nc3ccc(Br)cc3C(c3ccccc3)N2CC(=O)NN)cc1 (configuration not stated) | -16% | i | 5% | -0.2% | -1.2% | -5% | 1% | 6% | 1.7%
Cc1ccccc1NC(=O)CCC(=O)N/N=C/c1cc([N+](=O)[O-])ccc1O | -14% | i | 16% | -1.5% | -0.7% | -3% | 3% | 8% | 9.1%
O=C(Nc1cccc(Cl)c1)Nc1ccccc1NS(=O)(=O)c1cccs1 | 37% | i | -2% | 8.7% | 0.1% | -4% | -6% | -5% | 8.6%
COc1ccc(C(=O)C2CCCN(C3Cc4ccccc4C3)C2)c(OC)c1 (configuration not stated) | -19% | i | -7% | / | -0.9% | -2% | -20%[20 µM] | 17% | -0.2%
Cc1ccc(S(=O)(=O)NNC(=O)NC23CC4CC(CC(C4)C2)C3)cc1 | -44% | i | -4% | 3.1% | -0.9% | -11% | -2% | 1% | 0.9%
COc1cccc(CNc2ccc(S(=O)(=O)Nc3nccs3)cc2)c1O | -16% | i | 7% | 1.7% | -0.3% | 14% | -11% | -5% | 1.6%
CCOc1cc(N2CCOCC2)c(OCC)cc1NC(=O)Cc1ccccc1 | -11% | i | 4% | -0.9% | 0.3% | 2% | -34% | -3% | -0.2%
CCOc1ccc2cc(C3CC(c4ccco4)=NN3S(C)(=O)=O)c(=O)[nH]c2c1 (configuration not stated) | -4% | i | 17% | 4.3% | 0.5% | -1% | 2% | 5% | 12%
CC(Cc1cnccn1)NC(=O)c1cc(COc2ccc(F)cc2F)on1 (configuration not stated) | -26% | / | 8% | -4.9% | 1.4% | -5% | -5% | 3% | -1.1%
CCc1nnc(NS(=O)(=O)c2ccc(N/C=C/C(=O)c3ccc(OC)cc3)cc2)s1 | -44% | i | 0% | 5.1% | 2.4% | -19% | -37% | 15% | 23%
O=S(=O)(c1cccs1)N1CN(C2CCCCC2)c2nc3ccccc3nc21 | -10% | i | -1% | 2.2% | 0.5% | -5% | 4% | 5% | 0.0%
O=C(NNC(=O)c1ccccc1)C(=O)N1CCCCC1 | -27% | i | -6% | 1.9% | -0.2% | -3% | 6% | -5% | 11%
Cc1c(NC2=NC(C)(C)Cc3ccccc32)c(=O)n(-c2ccccc2)n1C | -17% | i | 10% | 5.5% | 0.2% | 0% | -52% | 9% | -0.3%
CCc1ccccc1NC(=S)N1CCN(c2ccccc2F)CC1 | -4% | / | -6% | 0.4% | -0.5% | -4% | -38%[20 µM] | -13% | -0.6% | NS5 inhibitors pilot replicate=2.7
CC(=O)/C(N=Nc1nc2c([nH]1)c(=O)n(C)c(=O)n2C)=C(\C)O | 3% | i | 21% | 0.7% | -0.1% | 3% | 4% | 48% | 2.7%
COc1ccccc1N1CCN(CC(=O)Nc2c(C)n(C)n(-c3ccccc3)c2=O)CC1 | -23% | i | 11% | -0.3% | 0.0% | / | 12% | 4% | -0.8%
CC(NC(=O)C1CCN(S(=O)(=O)c2ccc3c(c2)NC(=O)CO3)CC1)c1ccccc1 (configuration not stated) | -40% | / | 5% | 0.1% | 0.2% | -12% | -27% | -1% | -0.5%
COC(=O)c1c(C(=O)OC)c(-c2ccc(Cl)c(Cl)c2)n2c1CCC2 | -14% | i | -12% | 2.1% | 2.2% | -4% | -13% | -10% | -1.8%
CO/N=C/C(c1ncc(C(F)(F)F)cc1Cl)S(=O)(=O)c1ccccc1 (configuration not stated) | -41% | / | -8% | 7.5% | -0.6% | -4% | -11% | 1% | 1.7%
Cc1cccc(C)c1NC(=O)Cn1c(=O)n(CCC(=O)NCc2ccco2)c(=O)c2sccc21 | 1% | i | 13% | 4.2% | -0.6% | -5% | -2% | -3% | -0.9%
Cc1ccc(S(=O)(=O)N(C)CC(=O)O/N=C(\N)c2cccnc2)cc1 | -26% | / | 14% | 4.3% | 0.0% | -9% | 26% | 1% | 2.9%
Fc1c(CSC(=S)N2CCOCC2)cccc1CSC(=S)N1CCOCC1 | 1% | i | 12% | 0.8% | -0.5% | -6% | -20% | -15% | -0.1%
CCC1CCCCN1CCCNC(=O)CN1C(=O)CSc2ccc(S(=O)(=O)N3CCC(C)CC3)cc21 (configuration not stated) | 4% | / | 3% | 0.3% | -0.8% | -3% | -13% | 13% | 0.2%
O=C(NCc1ccccn1)C(=O)N/N=C/c1ccccc1O | -10% | i | -4% | 0.6% | 0.3% | -3% | -14% | 4% | 3.8%
CCOc1ccc(NC2OC(C)C(O)C(O)C2O)c([N+](=O)[O-])c1 (configuration not stated) | 9% | i | -4% | 1.7% | 0.3% | -5% | -33% | 17% | -1.2%
Cc1cc(N2CCOCC2)nc(SCc2ccc(Cl)cc2Cl)n1 | 24% | i | 4% | -0.1% | -0.3% | -12% | -8% | -13% | -1.3%

A portion of the library; the hit share may differ from the screen's.
